Assay outcomes deposited in PubChem by several laboratories.
INS promoter inh – TRM-6 insulin promoter activity inhibition; TRM-6 cells (human fetal islet line), insulin promoter-eGFP reporter, imaging; reporter expression induced with tamoxifen; inhibition, % at 2 µM; 130,000 compounds, 0.9% hits; AID 1273;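 active means inhibition above the mean plus 3 SD, with well images judged a real hit on visual review, cut at about 60% in these data, passing the limit was not always enough; inconclusive means inhibition over the cutoff but images rejected on review; inactive means inhibition not above the cutoff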
SDO1 yeast rescue – restores growth of sdo1-depleted yeast. 140,000 compounds, 0.21% hits. z-score at 10 µM. S. cerevisiae sdo1-depleted JHY4D growth rescue, OD600 30 h; hits give high values; pdr5 snq2 efflux-pump mutant strain;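 active means z-score above 3 at both the 24 hr and the 30 hr optical density reads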;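 further: z-score against mean and SD of all compound wells on the same plate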
SDO1 yeast rescue Rescue 24 h – further read-out of SDO1 yeast rescue, marked with its call; z-score; S. cerevisiae sdo1-depleted JHY4D growth rescue, OD600; measured here: growth rescue at 24 h;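 0 is the plate mean of compound wells and units are plate SD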
Starred values were filed as active, the others as inactive; ? = inconclusive; · = not tested or not shown. An excerpt; count on the stated rates, not on these rows.

The first two records as a preview:
Compound | INS promoter inh | SDO1 yeast rescue | SDO1 yeast rescue Rescue 24 h
Cc1ccc(/C=N/NC(=O)CC2N=C(Cc3ccccc3)NNC2=O)cc1 (stereo not drawn) | 73 | -0.18 | -0.57
C#CCN1C(=O)C(O)(CC(=O)c2ccc(OC)c(OC)c2)c2ccccc21 (stereo not drawn) | -5 | 0.4 | 0.95

Results, repeating the preview:
Compound | INS promoter inh | SDO1 yeast rescue | SDO1 yeast rescue Rescue 24 h
Cc1ccc(/C=N/NC(=O)CC2N=C(Cc3ccccc3)NNC2=O)cc1 (stereo not drawn) | 73 | -0.18 | -0.57
C#CCN1C(=O)C(O)(CC(=O)c2ccc(OC)c(OC)c2)c2ccccc21 (stereo not drawn) | -5 | 0.4 | 0.95
CCOC(=O)C(C)Sc1ncnc2c1c(-c1ccccc1)cn2-c1ccc(OC)cc1 (stereo not drawn) | · | 0.53 | 0.58
Cc1nc(CNS(=O)(=O)c2ccc(Oc3ccccc3)cc2)cs1 | 36 | -1.1 | -1.6
COc1ccc(N(CC(=O)N2c3ccccc3CC2C)S(=O)(=O)c2c(C)nn(C)c2C)cc1 (stereo not drawn) | · | -0.11 | -0.34
O=C(NCC1CCCO1)C1CC(=O)N(C2CCCCCC2)C1 (stereo not drawn) | -16 | 1.1 | 1.3
CCOC(=O)c1c(CN2CCC(C)CC2)oc2ccc(OC)cc12 | · | 1.3 | 1.1
COc1ccc(-n2c3nc4ccccc4nc3c3c(=N)oc(C)nc32)cc1 | 31 | -0.05 | -0.26
CCOC(=O)c1ccc(N2C(=O)C(O)=C(C(C)=O)C2c2ccccn2)cc1 (stereo not drawn) | 20 | 0.58 | 0.22
CC1=CC(C)C2(CO)COC(c3ccc(O)cc3)C1C2C (stereo not drawn) | -32 | · | ·
CC(=O)Nc1cccc(OCC(=O)NC(C)C(C)C)c1 (stereo not drawn) | 14 | 0.27 | -0.44
Fc1ccccc1CSc1ncnc2sc3c(c12)CCCC3 | · | 0.51 | 0.46
Cc1cc(C)nc(SCC(=O)OCC(=O)Nc2nc3ccccc3s2)n1 | -7 | 0.63 | 1.6
Cc1cc2nnc(SC3CCCCN(C(=O)c4ccc(F)cc4)C3=O)n2c2ccccc12 (stereo not drawn) | 0 | -1.4 | -1.2
O=C(COC(=O)[C@@H]1CC(O)CN1S(=O)(=O)c1ccc2c(c1)OCCO2)Nc1ccccc1F (stereo partly drawn) | -8 | · | ·
O=C(Cn1c(=O)oc2ccccc21)NC(=O)NCc1ccco1 | -14 | 0.22 | -0.33
Cc1ccc(N=C2NC(=O)c3cccc([N+](=O)[O-])c32)cc1 | · | 0.32 | 0.33
Nc1cc(-c2ccccc2)nn1Cc1ccc(Cl)cc1 | · | -0.56 | -0.47
O=C(CSCc1ccccc1)Nc1cccc(C(=O)Nc2ccccc2C(=O)O)c1 | · | -0.2 | -0.91
COC(=O)C(CC(C)C)NC(=O)CSc1nc(-c2ccccc2)c(C#N)c(=O)[nH]1 (stereo not drawn) | 0 | 3.4 | 2.2
CCOc1ccccc1C(=O)NC1CC2CCCC(C1)N2Cc1nnnn1Cc1ccco1 (stereo not drawn) | · | -0.75 | -0.29
Cc1ccsc1C(=O)OC1CCOC1=O (stereo not drawn) | 0 | 0.77 | 0.76
O=C(NCCCn1ccnc1)C(=O)NCc1ccccc1 | 3 | 0.02 | -0.73
CCc1cc2c(NC(Cc3c[nH]c4ccccc34)C(=O)O)nc(C)nc2s1 (stereo not drawn) | 50 | 0.67 | -1.1
COc1ccc(S(=O)(=O)Nc2cc(C(=O)NCCCN3CCOCC3)ccc2N2CCOCC2)cc1 | 43 | · | ·
COc1ccc(S(=O)(=O)NC(Cc2cnc[nH]2)C(=O)O)cc1 (stereo not drawn) | 4 | 1.6 | 1.4
Cc1nc(C)c(CCNC(=O)c2ccccc2Br)s1 | · | 0.32 | -0.02
Cc1ccc(CNc2oc(COc3ccccc3Cl)nc2C#N)cc1 | 48 | -1.1 | 1.4
COC(=O)C(Cc1ccccc1)NC(=O)COc1ccc(C(C)(C)C)cc1 (stereo not drawn) | 13 | -0.52 | 0.92
COc1ccc(N2CCN(c3cnc4ccccc4n3)CC2)cc1 | -20 | · | ·
O=C1c2ccccc2NC(c2ccccc2O)N1NS(=O)(=O)c1ccccc1 (stereo not drawn) | 44 | · | ·
O=C(Nc1nc(-c2ccccc2)c(C(=O)c2ccccc2)s1)c1ccc(S(=O)(=O)N2CCCC2)cc1 | -26 | 0.43 | 0.58
CC(C)OCCCNC(=O)CN1CCN(Cc2ccccc2Cl)C1=O | 3 | 0.05 | 0.12
C=CCn1c(-c2cccnc2Cl)nc2ccccc21 | 23 | · | ·
O=c1c(-c2ccco2)[n+]([O-])c2ccccc2n1OCc1ccccn1 | 5 | 0.87 | 1.1
CC1(C)CC(=O)C([N+](=O)[O-])=C(NCCCC(=O)O)C1 | 16 | 0.51 | -0.6
O=C(NCCOC(=O)c1cccs1)c1cccnc1 | 6 | -0.03 | -0.32
CCOC(=O)CSc1nnc(NC(=O)c2cc([N+](=O)[O-])cc([N+](=O)[O-])c2)s1 | -7 | 0.5 | -0.26
Cc1cc(F)ccc1NCC(=O)Nc1ccccc1Br | · | -0.5 | -0.86
CCc1cccc2c1NC(=O)[C@]21[C@@H]2C(=O)N(Cc3ccccc3)C(=O)[C@@H]2[C@@H]2CCCN21 | · | -1.4 | -1.6
CC(NC(=O)CNC(=O)C(Cc1ccccc1)NC(=O)OCc1ccccc1)C(N)=O (stereo not drawn) | 40 | · | ·
Cc1oc(-c2ccc(F)cc2)cc1-c1nn2c(-c3ccco3)nnc2s1 | 8 | · | ·
Cc1ccccc1-n1nc2c(c1NC(=O)c1c(-c3ccccc3Cl)noc1C)CS(=O)(=O)C2 | -118 | -0.01 | -0.58
CCOC(=O)c1ccc(NS(=O)(=O)c2cc(C)ccc2OC)cc1 | 9 | -0.95 | -1.2
O=C(NNc1cccc(Cl)n1)c1ccc(Cl)cc1Cl | -9 | -0.2 | -0.06
Cc1ccc(S(=O)(=O)N2CCN(C(=O)c3ccccc3)CC2)cc1 | -25 | 0.02 | -0.01
COc1ccccc1C(=O)Nc1nnc(-c2ccc3c(c2)CCCC3)o1 | · | -2.2 | -1.4
NC(Cc1ccc(Oc2ccc(O)cc2)cc1)C(=O)O (stereo not drawn) | 29 | 0.67 | -0.09
CCn1c(SCC(=O)N/N=C/c2ccc(O)c(OC)c2)nc2ccccc21 | -48 | 0.66 | 0.72
O=C(N/N=C/c1cc(Br)cs1)c1ccccc1[N+](=O)[O-] | 15 | 0.37 | -0.16
CC1CCCCC1NC(=O)C1CCN(S(=O)(=O)c2ccc(-n3cnnn3)cc2)CC1 (stereo not drawn) | -19 | 0.03 | -0.14
O=C(CSc1nnc(-c2ccc(Cl)s2)o1)N1CCCc2ccccc21 | 7 | -1.7 | -1.2
CCn1cc(CN(C)C(=O)/C=C/c2ccc([N+](=O)[O-])cc2)c(C)n1 | · | 0.46 | 0.27
O=C(CCCCn1c(=O)[nH]c2ccccc2c1=O)NC1CCN(Cc2ccccc2)CC1 | 10 | -0.25 | 0.03
NS(=O)(=O)c1ccc(NC(=O)C2CCCO2)cc1 (stereo not drawn) | 50 | 1.5 | 1.7
COc1cccc(CNC(=O)c2cnc(-c3ccccn3)nc2C(F)(F)F)c1 | 19 | 1.2 | 1.2
COc1ccc2nc(SCC(=O)Nc3c(C)cccc3C)[nH]c2c1 | -8 | -0.43 | -1.1
CC1CCCCN1S(=O)(=O)c1ccc(N(C(=O)c2cnccn2)C(C(=O)NC2CCCCC2)c2cccs2)cc1 (stereo not drawn) | -9 | 0.03 | -0.88
Nc1cc(-c2cccc(Br)c2)nn1Cc1ccccc1 | 20 | -1.1 | 0.02
O=C(Nc1ccc(N2CCN(C(=O)c3ccco3)CC2)cc1)c1ccco1 | -65 | · | ·

(further entries)
Compound | INS promoter inh | SDO1 yeast rescue | SDO1 yeast rescue Rescue 24 h
Cc1cc(C)c(NC(=O)/C=C\C(=O)O)c([N+](=O)[O-])c1 | 1 | -0.02 | -0.56
O=C(c1ccco1)N1CCN=C1SCc1ccccc1Cl | · | 0.53 | 0.11
Cc1oc2c(cc(NS(=O)(=O)c3cccs3)c3ccccc32)c1C(=O)OC(C)C | 6 | -0.66 | -0.6
Cc1ccc(Oc2ncnc(N)c2[N+](=O)[O-])cc1C | -312 | · | ·
O=C(COc1ccc(CO)cc1Cl)Nc1ccc(F)cc1 | · | 2.4 | 2.3
CCCCOC(=O)c1ccc(NC(=O)c2ccccc2OC)cc1 | -9 | 0.04 | 0.25
CCC(=O)Nc1cccc(NC(=O)CSc2nnnn2Cc2ccccc2)c1 | -11 | 0.04 | -0.48
CCNC(=O)CN(CCc1ccccc1)S(C)(=O)=O | 13 | 0.37 | -0.33
Cc1csc(NC(=O)CSc2nc3ccccc3s2)n1 | 31 | -0.82 | -1.5
COc1ccc(CN(CC(=O)NC2CCCC2)C(=O)c2onc(C(N)=O)c2N)cc1 | 40 | -1.2 | -1.1
COCCNC(=S)N/N=C/c1c(C)[nH]c2ccccc12 | -13 | -0.55 | -0.37
O=[N+]([O-])c1ccc(-n2nnnc2-c2ccccc2)c([N+](=O)[O-])c1 | 14 | -1.4 | -0.61
O=C(CCNC(=O)c1ccccc1)OCC(=O)c1cccc(Cl)c1 | -7 | · | ·
O=C(CCCC(=O)NCC1CCCO1)NCC1CCCO1 (stereo not drawn) | -257 | -0.27 | 0.06
COC(=O)c1cc(OC)c(OC)cc1NC(=O)CSc1nnc(-c2cccnc2)n1C | -386 | 0.59 | 0.01
CCC(=O)N1CCCc2cc(S(=O)(=O)N3CCN(c4ncccn4)CC3)ccc21 | · | 0.47 | 0.75
COC(=O)c1cc2sc(Cl)cc2n1Cc1nc(-c2cccc(C)c2)oc1C | · | -2.3 | -1.6
Cc1ccc(C)c2[nH]c(=O)c(CCNS(=O)(=O)c3ccccc3)cc12 | · | -0.31 | -0.68
Cc1ccc(NC(=O)CCn2nnc3ccccc32)c(C)c1 | -31 | · | ·
CCOCCc1c(O)nc(SCC(=O)NCc2ccco2)[nH]c1=O | · | -0.3 | -0.95

Overlap with the part before: four entries, followed by the next part.
Compound | INS promoter inh | SDO1 yeast rescue | SDO1 yeast rescue Rescue 24 h
COC(=O)c1cc2sc(Cl)cc2n1Cc1nc(-c2cccc(C)c2)oc1C | · | -2.3 | -1.6
Cc1ccc(C)c2[nH]c(=O)c(CCNS(=O)(=O)c3ccccc3)cc12 | · | -0.31 | -0.68
Cc1ccc(NC(=O)CCn2nnc3ccccc32)c(C)c1 | -31 | · | ·
CCOCCc1c(O)nc(SCC(=O)NCc2ccco2)[nH]c1=O | · | -0.3 | -0.95
O=S1(=O)CCC(NC(=S)Nc2ccc(Cl)cc2)C1 (stereo not drawn) | 18 | 1.2 | 0.65
N#CCC1c2ccccc2CCN1C(=O)Nc1ccc(C(F)(F)F)cc1 (stereo not drawn) | 7 | -1.6 | -0.74
CC(NC(=O)CSc1nc2sc3c(c2c(=O)n1-c1ccccc1)CCCC3)c1ccccc1 (stereo not drawn) | -25 | -1.3 | -0.8
COc1ccccc1-c1ccc(Nc2ccc(C(=O)N3CCOCC3)cc2)nn1 | 48 | -0.02 | 0.13
C=CCNC(=O)/C(C#N)=C/c1c(N2CC(C)OC(C)C2)nc2ccccn2c1=O (stereo not drawn) | 36 | -0.09 | -0.17
Cc1cc(C(=O)Cn2cncn2)c(C)n1CCc1ccc(F)cc1 | ? | -0.17 | 0.06
COc1ccc(CCNC(=O)CN2CCC(C(N)=O)CC2)cc1 | 9 | 0.76 | 0.73
ONC(=Nc1ccc(Cl)cc1)c1ccccc1Cl | -34 | -0.11 | -1.1
Cc1c(C(=O)NCCn2ccc3ccccc32)cccc1[N+](=O)[O-] | -35 | · | ·
O=C(CC(C(=O)O)P(=O)(c1ccccc1)c1ccccc1)c1ccccc1 (stereo not drawn) | -35 | · | ·
C/C(=N/Oc1nc(C)cc(C)n1)c1ccc(Br)cc1 | -37 | 0.98 | 2
COc1ccc(CC(=O)NC(C)c2nnc(SCCOc3ccc(OC)cc3)n2C)cc1 (stereo not drawn) | -34 | -0.19 | -0.47
CCCC(=O)Nc1nc(C)c(-c2csc(Nc3ccc(Cl)cc3)n2)s1 | -19 | -2.9 | -1.8
COc1ccccc1N1CCN(C(=O)Cc2cccs2)CC1 | · | 0.03 | -0.58
CCN(CC)S(=O)(=O)c1cc(NS(=O)(=O)c2c(Cl)cccc2Cl)ccc1C | -46 | 0.24 | 0.46
Cc1cccc(C)c1NC(=O)CSc1nnc(Cn2nnc(-c3ccccc3)n2)n1-c1ccccc1 | -29 | -0.02 | 0.62
CNC(=S)N/N=C(\C)c1cccc([N+](=O)[O-])c1 | · | 0.47 | 0.59
CC1=NN(C(=O)Cc2ccc(C)cc2)C(O)(c2cccnc2)C1 (stereo not drawn) | 5 | -0.53 | -1
CCC(=O)Nc1ccc2c(c1)C(=O)N(C1CCCCC1)C2=O | -23 | -1.8 | -1.3
CCc1cc(=O)oc2cc(C)c(CN3CCCCC3)c(O)c12 | · | -0.11 | -0.57
CCOc1ccc2nc(SCC(=O)NC3CCS(=O)(=O)C3)[nH]c2c1 (stereo not drawn) | · | -0.69 | 0.6
O=C(Nc1ccc(Nc2ccccc2)cc1)C(Cl)Cl | · | -0.79 | -1.6

Given with the structure last: part of the list above
INS promoter inh,SDO1 yeast rescue,SDO1 yeast rescue Rescue 24 h,Compound
10,-0.25,0.03,O=C(CCCCn1c(=O)[nH]c2ccccc2c1=O)NC1CCN(Cc2ccccc2)CC1
50,1.5,1.7,NS(=O)(=O)c1ccc(NC(=O)C2CCCO2)cc1 (stereo not drawn)
19,1.2,1.2,COc1cccc(CNC(=O)c2cnc(-c3ccccn3)nc2C(F)(F)F)c1
-8,-0.43,-1.1,COc1ccc2nc(SCC(=O)Nc3c(C)cccc3C)[nH]c2c1
